From PubChem BioAssay
PNC inhibitor: High Content Assay for Compounds that inhibit the Assembly of the Perinucleolar Compartment | activity change (PNC), negative = inhibition, % at 10 µM | 140,000 tested, 3.1% active | PC3M PTB-GFP, PNC prevalence imaging, 16 h; active compounds read low;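 active = readout at or below -70, meaning at least 70% loss of cells showing the perinucleolar compartment, a nuclear body marking cancer cells; inconclusive = readout between -30 and a set limit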;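 also: plate controls were DMSO wells for no effect and camptothecin positive control wells for full effect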
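Compounds are pinned in duplicate onto adhered PC3M cells stably expressing GFP-tagged PTB and incubated 16 h at 37 C. Cells are then fixed, nuclei stained with Hoechst, and PNC-positive cells counted.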
IMPase cell inh: qHTS Assay for Identifying the Cell-Membrane Permeable IMPase Inhibitors; AID 901, 2007; Inositol monophosphatase 1 (Rattus norvegicus), P97697; 120,000 tested, under 10 active; inhibition (IP1 accumulation), % at 46.1 µM; CHO-M1 cells, IP1 accumulation, HTRF TR-FRET ratio; active = well fitted curve in the direction sought with a large enough effect in the signal ratio, not every such curve was filed as active; inconclusive = small, poorly fitted or top-dose-only effect, or a change in a side signal; inactive = no such curve, though single readings can be large or run the other way; the % refers to the signal ratio;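 also: cells stimulated with carbachol in lithium chloride buffer; plate controls were DMSO basal wells for no effect and reference inhibitor wells for full effect; higher means more IMPase inhibition seen as more IP1 and lower FRET ratio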
Target sequence (P97697 whole entry, looked up): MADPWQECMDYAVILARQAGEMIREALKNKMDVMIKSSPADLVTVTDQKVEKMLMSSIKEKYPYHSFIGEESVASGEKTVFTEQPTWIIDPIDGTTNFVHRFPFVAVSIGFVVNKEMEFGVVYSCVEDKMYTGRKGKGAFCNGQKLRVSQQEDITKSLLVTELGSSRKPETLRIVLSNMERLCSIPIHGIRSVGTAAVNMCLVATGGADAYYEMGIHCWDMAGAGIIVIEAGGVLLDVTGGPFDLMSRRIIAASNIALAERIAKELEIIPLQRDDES
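Seeded CHO-M1 cells were dosed with compound at up to 46 uM, stimulated with carbachol for 30 min, then lysed in IP-One detection reagents. Higher IP1 lowers the TR-FRET signal.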
ALOX15B inhib: qHTS Assay for Inhibitors of 15-hLO-2 (15-human lipoxygenase 2); 110,000 tested, 0.56% active; Polyunsaturated fatty acid lipoxygenase ALOX15B (Homo sapiens), O15296; Potency, µM (highest dose often 57.1 µM), for inactives: at the highest dose activity change, negative = inhibition, hits mostly inhibitors; purified 15hLO-2, xylenol orange hydroperoxide absorbance; also: potency is read from the fitted curve at half-maximal effect; nearly all actives have a fitted effect of over 60% in size; many of its hits are not listed in these tables
Target sequence (O15296 whole entry, looked up): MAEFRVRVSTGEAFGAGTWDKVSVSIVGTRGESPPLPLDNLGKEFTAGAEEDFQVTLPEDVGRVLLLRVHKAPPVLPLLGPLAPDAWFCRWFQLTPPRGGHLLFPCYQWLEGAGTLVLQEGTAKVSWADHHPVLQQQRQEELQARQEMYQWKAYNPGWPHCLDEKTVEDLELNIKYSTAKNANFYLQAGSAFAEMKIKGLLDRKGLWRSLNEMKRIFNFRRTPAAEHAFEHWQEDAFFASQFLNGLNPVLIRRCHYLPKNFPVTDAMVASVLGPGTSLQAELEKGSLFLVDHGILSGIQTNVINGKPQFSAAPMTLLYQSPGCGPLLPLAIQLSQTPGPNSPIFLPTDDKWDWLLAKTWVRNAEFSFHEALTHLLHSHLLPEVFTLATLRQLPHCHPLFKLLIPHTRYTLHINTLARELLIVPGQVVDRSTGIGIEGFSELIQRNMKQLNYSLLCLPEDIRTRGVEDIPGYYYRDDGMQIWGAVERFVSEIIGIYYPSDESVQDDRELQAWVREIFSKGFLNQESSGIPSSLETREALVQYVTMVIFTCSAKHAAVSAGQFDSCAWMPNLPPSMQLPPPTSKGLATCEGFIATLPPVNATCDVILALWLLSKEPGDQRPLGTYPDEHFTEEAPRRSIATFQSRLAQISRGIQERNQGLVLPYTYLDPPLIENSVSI
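Purified human 15hLO-2 (50 nM final) preincubated with compounds 15 min at room temperature in 25 mM Hepes pH 7.5, 0.01% Triton X-100, then 45 uM arachidonic acid added for 90 min; hydroperoxide detected via ferrous/xylenol orange, 573/405 nm absorbance ratio.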
12-hLO inh: qHTS Assay for Inhibitors of 12-hLO (12-human lipoxygenase); AID 1452, 2008; purified 12-hLO, xylenol orange hydroperoxide absorbance; 150,000 tested, 0.12% active; Polyunsaturated fatty acid lipoxygenase ALOX12 (Homo sapiens), P18054; Potency, µM (series often up to 57.1 µM), for the others: top-dose activity change, negative = inhibition, actives largely listed as inhibitors; also: potency is read from the fitted curve at half-maximal effect; nearly all actives have a fitted effect of over 55% in size; many of its hits are not listed in these tables
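Hydroperoxide formation by human 12-lipoxygenase from 40 uM arachidonic acid was followed colorimetrically via ferric-xylenol orange complex, using the 573/405 nm absorbance ratio. Enzyme concentration was 150 nM, with 30 min reaction at room temperature.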
* marks the source's active call; other numbers are inactive results; ? = inconclusive; / = no result given; [ ] = dose if it differs, or a comment. Unless noted, calls follow the shape of the dose curve; as a rule, active = well fitted curve in the direction sought with a large enough effect; inconclusive = small, poorly fitted or top-dose-only effect, or another doubt; inactive = no such curve, though single readings can be large; an effect the other way counts as inactive or inconclusive. Unless noted, % is scaled to controls: 0 for no effect and ±100 for the full control effect. A portion of the library, so the mix of outcomes need not match the whole.

SMILES	PNC inhibitor	IMPase cell inh	ALOX15B inhib	12-hLO inh
Cc1ccnc2nc(C(=O)OCC(=O)NCCc3ccccc3)nn12	?	-2	/	-2%
Cc1cc(NS(=O)(=O)c2ccc(NC(=O)CSc3nnc(-c4ccco4)n3C)cc2)nc(C)n1	-19	/	/	-3%
CCOC(=O)Cc1csc(/N=C/c2c(O)n(-c3ccc(C)c(C)c3)c(=O)c3ccccc23)n1	22	6	/	1%
CCC1(CC)C(=O)C(C)(C)C(=O)OC1c1cccs1 (stereo not drawn)	-20	1	-2%	0%
CCn1c(SCC(=O)NCCOc2ccccc2)nc2ccccc2c1=O	17	13	1%	-4%
N#C/C(=C(/O)CN1C(=O)c2ccccc2C1=O)c1nc2ccccc2[nH]1	?	-11	0%	-6%
COc1ccc(CCNc2ncnc3nc[nH]c23)cc1OC	-29	5	5%	0%
COc1ccc(N2C(=NC(C)=O)SC3CS(=O)(=O)CC32)cc1OC (stereo not drawn)	6	-7	6%	-4%
Oc1ccccc1-c1cc(C(F)(F)C(F)F)[nH]n1	-3	12	1%	-7%
Fc1ccccc1CSc1nncn1NC/C=C/c1ccccc1	27	1	4%	-8%
OCCN1CN=C(Nc2nc3ccccc3o2)NC1	32	3	6%	-3%
Cc1cc(C)cc(N2CCN(C(=O)N3CCOCC3)CC2)c1	30	10	0%	-2%
CC1CCCN(S(=O)(=O)c2ccc(NC(=O)c3cccc(-n4cnnn4)c3)cc2)C1 (stereo not drawn)	-15	7	-2%	0%
CCOC(=O)N1CCN(C(=O)C2CC(c3ccccc3OC)=NO2)CC1 (stereo not drawn)	2	-9	1%	-1%
O=C(OCc1cc(=O)n2cc(Br)ccc2n1)c1ccc(Cl)c(S(=O)(=O)NCc2ccccc2)c1	15	/	/	-3%
CCCCc1ccc(-n2nnnc2SCC(=O)Nc2cc(OC)c([N+](=O)[O-])cc2C)cc1	-4	/	/	-3%
O=C(c1ccc(=O)n(Cc2ccccc2)n1)N1CCN(C/C=C/c2ccccc2)CC1	-107*	6	8%	-5%
Cc1ccc(Nc2nc(CSc3nnc(-c4ccccc4C)n3C)cs2)cc1	-107*	0	/	-3%
CCOc1ccc2c(c1)OC(c1ccccc1)(C(F)(F)F)NC2=O (stereo not drawn)	-26	/	/	1%
Cc1cccc(Oc2ncnc3oc(-c4ccccc4)cc23)c1C	7	1	-1%	-2%
COCC(=O)Nc1nc2ccc(S(C)(=O)=O)cc2s1	?	-17	-2%	-3%
CCOc1cc(/C=N/NC(=O)Cc2ccc(C(F)(F)F)cc2[N+](=O)[O-])ccc1O	?	/	/	-1%
CCN=C(NCC)SC1CC(=O)N(c2ccccc2)C1=O (stereo not drawn)	18	6	-2%	-4%
Cc1nnsc1C(=O)N/N=C/c1ccccc1	1	-8	/	-1%
O=C(N/N=C/c1ccc(O)cc1)/C(=C/c1ccccc1)CCO	?	-3	/	-3%
Further records follow.
SMILES	PNC inhibitor	IMPase cell inh	ALOX15B inhib	12-hLO inh
COC(=O)c1c(NC(=O)CN2C(=O)c3ccccc3C2=O)sc(Cc2ccc3c(c2)OCO3)c1C	62	/	/	-3%
O=C(COC(=O)c1cccc2ccccc12)Nc1ncc(C(F)(F)F)cc1Cl	23	-5	-7%	0%
COc1cccc(NC(=O)c2ccc(NC(=O)C(C)(C)C)cc2)c1	-12	/	/	4%
O=C1C[C@@H]2CCN3C(=O)CCC[C@@H]([C@H]23)[C@@H]1Cc1ccccc1	/	/	-10%[0.0915 µM]	0%[0.00818 µM]
CCOc1ccc(NC(=O)C2CCCN(S(=O)(=O)c3cccc4nsnc34)C2)cc1 (stereo not drawn)	11	-1	-13%	2%
Cc1ccc(Nc2nc3ccccc3c(=O)s2)cc1C	0	/	/	-2%
COc1ccc(/C=N/NC(=O)c2nc(-c3ccccc3)n(-c3ccccc3)n2)cc1	?	5	/	2%
COc1ccc(CNC(=O)COC(=O)CC2CC3CCC2C3)cc1OC (stereo not drawn)	26	/	/	-2%
CC(=O)CCc1oc2ccc(NC(C)=O)cc2c1-c1ccc(C)o1	80	0	-28%	-2%
CCOC(=O)C1=C(C)N(c2ccccc2)C(=O)C1CC(=O)O (stereo not drawn)	?	4	-12%	-1%
Cc1ccc(NC(=S)N(C)Cc2cn(C)c3ccccc23)cc1	?	/	/	-6%
CCN(C(=O)COC(=O)c1ccccc1Nc1cccc(C)c1C)C1CCS(=O)(=O)C1 (stereo not drawn)	-14	6	14%	-4%
CCCN(CC1CC1)c1nc(N)c2c(N)nc(OC)cc2c1C#N	37	-3	8%	-6%
C/C(=N\NC(=O)c1c(Cl)cnn1C)c1cccc(NC(=O)C(C)C)c1	?	/	/	4%
CCc1cc2ccccc2nc1SCC(=O)Nc1cc(OC)c(OC)cc1C(=O)O	-20	/	/	-3%
COc1ccc(S(=O)(=O)Nc2cc(Cl)ccc2OC)cc1	?	2	-10%	-8%
CC(NS(=O)(=O)c1ccc(CCC(=O)N2CCN(C)CC2)cc1)c1ccccc1 (stereo not drawn)	-82*	-21	5%	-4%
O=S(=O)(NCCCO)c1ccc2c(c1)Cc1cc(S(=O)(=O)NCCCO)ccc1-2	-14	9	-3%	-3%
O=C(O)CCC(NS(=O)(=O)c1ccc(N2CCCC2=O)cc1)C(=O)O (stereo not drawn)	37	14	13%	7%
Cc1occc1C(=O)NNC(=O)C(c1ccccc1)c1ccccc1	8	0	-3%	1%
CCC1(c2ccc(Cl)cc2)NC(=S)N(c2ccc(C)cc2)N1 (stereo not drawn)	1	/	/	-10%
Cc1ccnc(NC(=O)CCC(=O)N(CC(=O)NCC2CCCO2)Cc2ccc(F)cc2)c1 (stereo not drawn)	44	7	2%	-4%
CCn1cc(S(=O)(=O)CC(=O)NC2CCCCC2)c2ccccc21	-23	9	-5%	-3%
c1cncc(-c2nn3c(Cn4nnc5ccccc54)nnc3s2)c1	14	-1	-7%	-8%
CC1(C)Cc2c(c(-c3ccco3)nc3sc4c(NCCN5CCOCC5)ncnc4c23)CO1	?	10	/	-3%
The list continues:
SMILES	PNC inhibitor	IMPase cell inh	ALOX15B inhib	12-hLO inh
COc1ccc(-c2noc(CSc3nc4ccccc4c(=O)n3-c3ccccc3)n2)cc1OC	?	17	3%[2.29 µM]	-2%
COCCNC(=O)c1cc2sc3ccccc3c2s1	?	-2	-1%	4%
O=C(Nc1ccc2sccc2c1)c1ccc(Cl)s1	23	29	-3%	6%
Cc1c(NC(=O)CN2CCN(c3ccccc3)CC2)c(=O)n(-c2ccccc2)n1C	16	2	10%	3%
Nc1ccc(C(=O)N2CCCC2)cc1	?	3	/	2%
CSc1nncn1/N=C/c1cc(Cl)ccc1F	36	-2	7%	-2%
CC(NC(=O)c1ccncc1)C(C)(C)C (stereo not drawn)	8	-9	-3%	-3%
Cc1cccc(NCc2ccccc2OCc2ccccc2F)c1	-9	-3	/	-6%
C=CCNc1nc(C)c(C(C)=O)cc1C#N	-4	-6	5%	3%
COCCNC(=O)c1cc(-c2ccc(Cl)c(Cl)c2)on1	19	-11	-2%	10%
Cc1ccc(OCC(=O)Nc2cc(S(=O)(=O)N3CCCCC3)ccc2C)c([N+](=O)[O-])n1	?	/	/	-2%
O=C(CCNC(=O)c1ccccc1Cl)Nc1cc(C(F)(F)F)ccc1Cl	-1	5	/	3%
CCSCCNC(=O)c1cncc(Br)c1	11	17	-6%	3%
c1ccc(N2CCN(Cc3ccsc3)CC2)nc1	0	4	-8%	6%
COc1ccc(O)c(/C=N\NC(=O)CCn2nnc3ccccc32)c1	?	-2	9%	-19%
O=C(CN1CCN(c2ccc(F)cc2)CC1)Nc1ccc(-n2cnnn2)cc1	-23	/	/	-1%
O=C(c1cccc(NS(=O)(=O)c2ccc(F)c(F)c2)c1)N1CCN(C(c2ccccc2)c2ccccc2)CC1	?	11	/	-1%
C/C(=N\O)C1/C(=N/O)CC2C1C2(C)C (stereo not drawn)	20	1	-2%	-4%
CCCOc1ccc(NC(N)=O)cc1OCCC	11	-6	0%	-3%
CC(C)c1nccn1S(=O)(=O)c1cc(Cl)ccc1Cl	-6	-4	11%	-2%
O=C(NCc1nnc2c3ccccc3c(-c3ccccc3)nn12)c1ccccc1Cl	15	/	/	-2%
CCOC(=O)CCC(NC(=O)CCCCCCCCC(=O)NC(CCC(=O)OCC)C(=O)OCC)C(=O)OCC (stereo not drawn)	-17	/	/	1%
CCN1CCc2c(C#N)c(N3CCOCC3)nc(N3CCOCC3)c2C1	?	-2	7%	1%
CCOC(=O)c1c(C)c(C(=O)Nc2ccc3c(c2)OCCO3)c(C)n1CC	-22	14	-13%	-7%
CCc1nc(SCC(=O)Nc2ccnc3ccccc23)n[nH]1	50	15	0%	-3%
(continued)
SMILES	PNC inhibitor	IMPase cell inh	ALOX15B inhib	12-hLO inh
Cc1ccccc1NC(=S)NCC(c1cccnc1)N(C)C (stereo not drawn)	-3	3	/	3%
CC(C)(C)c1nc(C(C)(C)C)c(Br)c(=O)[nH]1	-8	/	/	3%
Cc1cc(C)nc(NS(=O)(=O)c2ccc(N/C=C3\CCCC3=O)cc2)n1	-19	?	/	-8%
CCCc1[nH]nc2c1C(c1ccccc1OCC)C(C#N)=C(N)O2 (stereo not drawn)	?	9	8%	-6%
CCOC(=O)c1nn(-c2ccc(Cl)cc2)c2nc(CC)c(C#N)c(=O)n12	12	-28[1.84 µM]	/	6%
O=S(=O)(CCOc1ccccc1)N1CCOCC1	-17	/	/	5%
O=C(OCC(=O)N1CCCC1)c1cncc(Br)c1	11	0	6%	0%
Cc1cc(C)c(C#N)c(SCS(=O)Cc2ccc(Cl)cc2)n1 (stereo not drawn)	10	10	0%	-6%
Cc1cc(C)n2nc(SCC(=O)N(C(C)C)C(C)C)nc2n1	-8	-5	-3%	-2%

A draw from above in order of molecular weight, highest first.
SMILES	PNC inhibitor	IMPase cell inh	ALOX15B inhib	12-hLO inh
CCOC(=O)CCC(NC(=O)CCCCCCCCC(=O)NC(CCC(=O)OCC)C(=O)OCC)C(=O)OCC (stereo not drawn)	-17	/	/	1%
O=C(NCc1nnc2c3ccccc3c(-c3ccccc3)nn12)c1ccccc1Cl	15	/	/	-2%
Cc1cc(C)nc(NS(=O)(=O)c2ccc(N/C=C3\CCCC3=O)cc2)n1	-19	?	/	-8%
CCN1CCc2c(C#N)c(N3CCOCC3)nc(N3CCOCC3)c2C1	?	-2	7%	1%
Cc1cc(C)c(C#N)c(SCS(=O)Cc2ccc(Cl)cc2)n1 (stereo not drawn)	10	10	0%	-6%
CCCc1[nH]nc2c1C(c1ccccc1OCC)C(C#N)=C(N)O2 (stereo not drawn)	?	9	8%	-6%
Cc1cc(C)n2nc(SCC(=O)N(C(C)C)C(C)C)nc2n1	-8	-5	-3%	-2%
CC(C)c1nccn1S(=O)(=O)c1cc(Cl)ccc1Cl	-6	-4	11%	-2%
Cc1ccccc1NC(=S)NCC(c1cccnc1)N(C)C (stereo not drawn)	-3	3	/	3%
O=C(OCC(=O)N1CCCC1)c1cncc(Br)c1	11	0	6%	0%
CC(C)(C)c1nc(C(C)(C)C)c(Br)c(=O)[nH]1	-8	/	/	3%
O=S(=O)(CCOc1ccccc1)N1CCOCC1	-17	/	/	5%
CCCOc1ccc(NC(N)=O)cc1OCCC	11	-6	0%	-3%
